STAT3 act = IL-6 driven STAT3 reporter potentiators, primary screen, U3A cells, luciferase, luminescence, MLSCN library; AID 871, 2007; activation (% of control), % at 5.6 µM; actives 0.91% (n = 190,000); IL-6 STAT3-luciferase reporter; 100% = signal with IL-6 EC80 alone;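 active = activation above the screen-wide mean of compound activation plus 3 SD, cut at about 130% in these data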;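 also: 0% = background luminescence of wells with medium and substrate only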
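System – human U3A cells carrying STAT3-luciferase construct · Probe or stimulus – Interleukin-6, 33 ng/mL · Schedule – compound 1 h, then IL-6 6 h at 37 °C · Signal – luminescence from STAT3-driven luciferase reporter · Evaluation – percent of IL-6-only median luminescence · Benchmarks – IL-6-only high control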
Hsp70 activator = Hsp70 transcriptional activators, primary screen, cell-based, HeLa, Hsp70 promoter luciferase, luminescence, 10 µM | actives 0.04% (n = 200,000) | activation, % at 10 µM | HeLa Hsp70 promoter luciferase reporter; scaled: vehicle 0, proteasome-inhibitor control 100%;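 active = activation above the mean across all tested compounds plus 3 SD, cutoff set per campaign, cut at about 5.5% in these data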;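 also: 100% = MG132 at 30 µM as the positive control and 0% = DMSO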
NF-kB expr up = activators of NF-kB expression in neurons, primary screen, cell-based, HTS | fold change at 12.5 µM | actives 1.6% (n = 190,000) | human neuronal cells, NF-kB reporter expression; active compounds read high; in the data active = fold change above about 3.3
RAM network inh = inhibitors of the yeast RAM network, primary screen, dse1pr::URA3 reporter, 5-FOA selection. actives 1.8% (n = 190,000). S. cerevisiae dse1pr::URA3 reporter, 5-FOA growth OD615, 2 d; analog-sensitive cbk1-as2 kinase mutant strain. inhibition, % at 50 µM;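 active = inhibition above a set limit, 3 SD over mean compound inhibition, cut at about 8.4% in these data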;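 also: 0% = DMSO-only wells with no growth and 100% = 10 µM 1-NA-PP1 full growth; inhibition rescues growth on 5-FOA so higher OD means more RAM inhibition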
STAT1 activator = STAT1 signaling activators, primary screen, cell-based, HTS, luciferase reporter. activation (% of control), % at 5.5 µM. actives 2.6% (n = 200,000). NIH 3T3 STAT1-luciferase reporter, IFN-gamma, luminescence; 100% = IFN-gamma alone, no compound;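 active = activation above the screen-wide mean activation plus 3 SD, cut at about 130% in these data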;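 also: raw ratio to IFN-gamma control signal so 100% means no change and 0% no light; values of inactives mirror those of a sister screen read the other way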
APP 5UTR inh = inhibitors of APP translation via 5'UTR reporter, primary screen, APP 5'UTR luciferase, SH-SY5Y cells; SH-SY5Y APP 5'UTR-luciferase reporter, luminescence; inhibition, % at 2 µM; actives 0.82% (n = 190,000); AID 1285, 2008;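 active = inhibition above a set limit, derived from the sample mean plus 3 SD, cut at about 45% in these data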; also: values of inactives mirror those of a sister screen read the other way
STAT3 blocker = IL-6 driven STAT3 reporter inhibitors, primary screen, U3A cells, luciferase, luminescence, MLSCN library; actives 0.89% (n = 190,000); inhibition, % at 5.5 µM; IL-6 STAT3-luciferase reporter; host cell line lacks STAT1;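 active = inhibition above the mean inhibition across all screened compounds plus 3 SD, cut at about 44% in these data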;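 also: 0% = DMSO only wells and 100% = 100 µM nifuroxazide control wells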
STAT1 inh = STAT1 signaling inhibitors, primary screen, cell-based, HTS, luciferase reporter. inhibition, % at 5.5 µM. AID 920, 2007. NIH 3T3 STAT1-luciferase reporter, IFN-gamma, luminescence. actives 0.35% (n = 200,000);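 active = inhibition above a set limit, the mean inhibition across all tested compounds plus 3 SD, cut at about 34% in these data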;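 also: 0% = IFN-gamma with DMSO and 100% = IFN-gamma with 300 µM nifuroxazide; values of inactives mirror those of a sister screen read the other way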
APP 5'UTR act = activators of APP 5'UTR luciferase reporter, primary screen, SH-SY5Y cells. SH-SY5Y APP 5'UTR luciferase reporter, luminescence; zero percent = DMSO vehicle wells. activation, % at 2 µM. actives 1% (n = 190,000). AID 1276, 2008;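 active = activation above a set limit, based on mean plus 3 SD of controls, cut at about 140% in these data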; also: values of inactives mirror those of a sister screen read the other way
FLuc inhib CS = firefly luciferase enzyme inhibitors, primary screen, artefact control for luciferase-based inhibitor screens, biochemical, luminescence, ATPLite; actives 1.5% (n = 200,000); inhibition, % at 10 µM; Luciferin 4-monooxygenase (Photinus pyralis), P08659; AID 1006, 2008; 10 min;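 active = inhibition above about 50% when tested at 10 µM, limit read from the data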
Target sequence (P08659 whole entry, looked up): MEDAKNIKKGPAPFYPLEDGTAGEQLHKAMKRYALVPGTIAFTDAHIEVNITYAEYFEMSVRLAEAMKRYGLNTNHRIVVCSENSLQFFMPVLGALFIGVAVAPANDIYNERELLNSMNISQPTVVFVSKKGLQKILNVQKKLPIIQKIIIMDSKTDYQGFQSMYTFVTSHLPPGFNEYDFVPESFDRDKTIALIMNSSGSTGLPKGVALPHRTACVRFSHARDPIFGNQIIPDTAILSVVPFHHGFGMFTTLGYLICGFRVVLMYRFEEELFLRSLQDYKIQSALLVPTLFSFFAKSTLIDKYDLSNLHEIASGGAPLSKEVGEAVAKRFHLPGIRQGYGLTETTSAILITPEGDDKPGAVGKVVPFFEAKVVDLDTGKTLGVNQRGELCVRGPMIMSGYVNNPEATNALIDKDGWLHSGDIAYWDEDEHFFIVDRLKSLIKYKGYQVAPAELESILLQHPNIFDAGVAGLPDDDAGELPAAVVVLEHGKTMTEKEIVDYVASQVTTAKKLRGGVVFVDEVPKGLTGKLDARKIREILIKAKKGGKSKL
An asterisk follows results filed as active; . = not tested or not shown.

SMILES	STAT3 act	Hsp70 activator	NF-kB expr up	RAM network inh	STAT1 activator	APP 5UTR inh	STAT3 blocker	STAT1 inh	APP 5'UTR act	FLuc inhib CS
COc1ccc(CCNC(=O)COC(=O)COc2ccc(C#N)cc2)cc1	96.5	-0.2	1.1	0.8	103.0	-1.2	11.7	-4.7	1.2	0.3
CCOC(=O)Cc1csc(NC(=O)CCCCCN2C(=O)c3ccccc3C2=O)n1	95.1	-0.3	1.06	4.5	93.3	-2.3	10.0	7.3	2.3	-2.8
O=C(c1cnn2c(C(F)(F)F)cc(-c3cccs3)nc12)N1CCN(Cc2ccccc2)CC1	96.7	-0.6	0.45	0.2	99.0	12.1	5.1	1.0	-12.1	-5.0
CN(C)Cc1ccccc1COc1ccccc1	95.0	-0.2	0.99	1.4	98.1	0.5	6.2	2.2	-0.5	-3.1
O=S(=O)(NCC(c1cccnc1)N1CCOCC1)c1ccccc1 (stereo unspecified)	103.0	-0.1	1.11	-0.4	92.1	-2.0	0.0	7.4	2.0	0.5
Cc1ccc(-c2nn(-c3ccccc3)cc2/C=C/C(=O)Nc2nccs2)cc1	106.7	-0.4	1.18	4.2	101.0	-13.4	-8.3	-1.1	13.4	-2.3
CS(=O)(=O)NCC(c1cccnc1)N1CCN(c2ccc(F)cc2)CC1 (stereo unspecified)	106.5	-0.2	0.82	-0.6	107.8	-0.6	-5.1	-8.4	0.6	-1.2
O=C(CSc1nc(O)cc(=O)n1C1CCCC1)Nc1cccc(Cl)c1Cl	102.7	0.1	1.47	3.5	95.2	-8.0	-1.4	5.0	8.0	-0.6
COc1ccccc1N1CCN(C(=O)CN2C(=O)c3ccccc3C2=O)CC1	97.6	-0.5	1.17	-0.5	95.9	-19.4	9.0	2.4	19.4	-2.8
CSc1cc(N2CCOCC2)nc(-c2ccccc2Cl)n1	103.9	-0.3	1.15	0.8	118.0	11.4	-7.5	-20.2	-11.4	-6.5
Nc1nc(Cl)cc(N2CCOCC2)n1	106.1	-0.5	1.42	0.1	105.8	-16.6	-4.7	-6.5	16.6	-3.3
CCCNC(=S)Nc1c(C)n(C)n(-c2ccccc2)c1=O	105.8	0.0	.	1.3	102.8	3.9	-0.3	-2.6	-3.9	-2.7
CCOc1ccc(C(C)=O)cc1CSc1nnc(-c2ccoc2C)n1N	109.7	-0.2	0.94	-0.8	105.8	2.3	-8.5	-6.3	-2.3	-5.0
Cc1ccccc1OCC(=O)NNC=O	93.4	-0.2	1.17	1.5	104.2	15.5	14.1	-5.6	-15.5	-2.0
CCc1ccc(OCC(=O)NC(=S)Nc2ccc(S(=O)(=O)NC3CCCCC3)cc2)cc1	98.2	-0.4	1.16	4.8	88.3	-7.2	7.9	12.7	7.2	-5.7
COCCNS(=O)(=O)c1cc(F)ccc1OC	102.4	-0.2	0.94	1.3	94.3	-9.3	1.5	6.2	9.3	-7.2
O=C(Cn1c(C(F)(F)F)nc2ccccc21)OCC(=O)c1c[nH]c2ccccc12	137.6*	-0.4	0.83	3.7	94.3	-17.8	-44.0	6.3	17.8	4.6
O=C(CSc1nnc(-c2ccccc2)n1-c1ccccc1)c1cccs1	90.0	-0.2	1.01	0.3	97.0	6.2	18.1	3.3	-6.2	-6.0
COC(=O)C(NC(C)=O)(Nc1ccccn1)C(F)(F)F (stereo unspecified)	99.5	0.1	0.99	-0.1	94.5	-2.1	4.4	6.0	2.1	-6.7
COc1cc(C)nc(Oc2ccc(=O)[nH]n2)n1	101.0	0.0	1.13	1.8	95.4	3.2	5.2	3.8	20.1	-3.7
O=c1ccn(-c2cccc(C(F)(F)F)c2)nc1-c1ccn(-c2ccccc2F)n1	105.6	-0.3	0.96	0.9	95.7	0.2	3.8	4.7	-0.2	-3.4
CCCCOC(=O)Sc1nc2ccccc2o1	89.0	0.6	1.44	-0.8	96.4	-14.9	17.0	3.9	14.9	2.8
O=C1N(c2ccccc2)C[C@@H]2C[C@@H](c3cccc4c3OCO4)N3CCC[C@@]123	99.4	0.1	1.07	0.9	90.5	2.8	6.3	8.4	-2.8	-7.7
COc1ccc(C2CC(c3cccs3)=Nc3ccccc3S2)cc1 (stereo unspecified)	102.3	0.0	1.23	1.4	128.5	-85.2	-1.4	-33.4	85.2	0.7
Nc1cc(S(=O)(=O)C(F)(F)F)ccc1C(=O)O	97.4	-0.3	0.93	1.9	102.2	-2.4	11.8	-2.4	2.4	-3.5
CC(=O)N(NC(=O)c1ccccc1Cl)C1CC(=O)N(c2ccc(C)cc2)C1=O (stereo unspecified)	102.5	-0.2	1.15	-0.4	99.0	-8.3	1.8	1.1	8.3	-7.9
CCOC(=O)N1CCC(Nc2nc3ccccc3n3cnnc23)CC1	96.5	0.1	.	.	108.0	14.8	9.4	-8.9	-14.8	.
CCOC(=O)CNC(=O)Nc1cc(C(C)(C)C)nn1-c1ccccc1	102.3	0.0	1.2	0.0	114.0	-7.0	3.8	-14.3	7.0	-1.1
O=c1c2ccccc2sn1-c1cc(S(=O)(=O)N2CCOCC2)ccc1N1CCCC1	91.4	-0.5	0.85	2.7	99.8	26.3	16.5	0.2	-26.3	12.5
O=C1CS/C(=C\S(=O)(=O)c2ccc(Cl)cc2)N1	99.7	-0.4	0.9	-0.1	106.1	-0.3	4.1	-6.7	0.3	-5.2
Cc1cc(C(=O)OCC(=O)c2cccc([N+](=O)[O-])c2)c2ccccc2n1	97.4	-0.3	1.06	-0.1	97.4	-10.4	1.6	2.8	10.4	-5.9
Nn1cnnc1N/N=C\c1ccc(-c2ccccc2[N+](=O)[O-])o1	146.8*	-0.2	0.68	1.0	118.5	-13.2	-49.6	-20.5	13.2	8.4
CCOC(=O)c1[nH]c2cc3c(cc2c1NC(=O)CN1CCCCC1C)OCO3 (stereo unspecified)	95.5	-0.3	0.82	-0.1	95.8	1.9	7.7	4.6	-1.9	-0.2
CC(C)CC(NC(=O)CCl)c1ccccc1 (stereo unspecified)	94.1	-0.2	1.12	0.4	90.0	10.8	10.5	11.4	-10.8	-10.3
COc1ccc(S(=O)(=O)N2CCc3ccccc3C2)cc1	109.2	0.1	0.99	0.6	91.8	-4.6	-5.4	7.5	4.6	-7.7
Cc1[nH]n(-c2ccc(Cl)cc2)c(=O)c1C=Nc1ccc(S(=O)(=O)N2CCOCC2)cc1	111.6	0.2	1.08	2.1	99.0	6.3	-12.8	1.1	-6.3	-0.1
CN(C)C(=O)c1ccc(-c2n[nH]c(=O)c3ccccc23)cc1	98.3	-0.4	0.99	1.0	95.1	14.7	4.3	4.7	-14.7	-8.5
CC(C)(C)c1nc(SCC(=O)N2CC(=O)Nc3ccccc32)c2ccccc2n1	100.4	0.0	1.41	6.2	92.7	7.9	1.9	6.1	-7.9	-4.1
CCOC(=O)C1(CCc2ccccc2)CCN(Cc2ccccn2)CC1	106.0	0.0	1.11	-0.4	94.2	-16.0	-1.0	4.2	16.0	2.1
CCc1ccc(N/C(N)=N/c2nc(CSc3ccccn3)cc(=O)[nH]2)cc1	67.6	-0.4	0.67	2.6	74.7	-3.7	42.0	26.9	3.7	2.5
CCN(CC)S(=O)(=O)c1ccc(N2CCN(S(=O)(=O)c3ccccc3C#N)CC2)nc1	96.2	-0.3	0.67	5.9	94.1	4.5	4.8	6.4	-4.5	-7.2
Cc1cccc(OS(=O)(=O)NC(=O)OCC2CCCN3CCCCC23)c1 (stereo unspecified)	100.1	0.0	1.16	1.6	102.8	-0.5	11.5	-3.8	0.5	-3.3
COc1ccccc1N1CCN(C(=O)c2ccc(S(=O)(=O)N3CCCCC3)cc2)CC1	94.6	-0.2	0.88	-0.2	92.2	12.4	7.6	8.5	-12.4	-8.5
COCCn1nnnc1C(C(C)C)N(Cc1cccnc1)Cc1cc2cc(OC)ccc2[nH]c1=O (stereo unspecified)	101.8	-0.2	0.96	-1.3	95.1	4.5	6.8	5.4	-4.5	-5.5
COC(=O)C(C(=O)Nc1cc(C)on1)C1CCCCCC1 (stereo unspecified)	102.7	-0.2	0.83	0.2	99.6	-12.9	1.1	0.5	12.9	2.1
COc1cccc(-c2nnc(SCC(=O)Nc3ccc(OC)c(OC)c3)n2N)c1	107.5	-0.2	1.06	11.7*	97.2	1.9	-3.6	3.1	-1.9	0.1
CC(C)CCNC(=O)[C@@H](NC(=O)c1c(F)cccc1F)C(C)C	95.6	-0.2	1.02	1.7	100.7	-9.1	2.4	-0.7	9.1	-4.5
O=C(Cc1c(Cl)cccc1Cl)Nc1cccnc1	102.1	-0.5	1.05	-0.5	93.3	-1.3	-0.7	7.0	1.2	-2.1
Cn1c(NC(=O)c2ccco2)c(-c2ccccc2Cl)c(=O)c2ccccc21	101.1	-0.2	1.15	0.4	97.9	-5.4	1.4	2.3	5.4	-6.2
Cc1ccc(NC(=O)CSc2nc3ccccc3c(=O)n2CCCN2CCCCC2)cc1Cl	111.2	-0.3	1.5	0.0	98.6	1.3	-11.7	0.0	-1.3	-6.2
The list continues:
SMILES	STAT3 act	Hsp70 activator	NF-kB expr up	RAM network inh	STAT1 activator	APP 5UTR inh	STAT3 blocker	STAT1 inh	APP 5'UTR act	FLuc inhib CS
CN(CCOC(=O)CN1C(=O)c2ccccc2C1=O)C1=NS(=O)(=O)c2ccccc21	100.7	-0.1	0.98	0.7	95.8	-2.7	0.8	2.1	2.7	-5.9
Cc1ccc(NCc2ccccc2O)cc1C	89.9	0.1	1.91	5.3	103.6	-0.8	16.6	-2.0	0.8	2.2
COc1cccc(C2C(C(C)=O)=C(O)C(=O)N2CCc2c[nH]c3ccccc23)c1 (stereo unspecified)	128.7	-0.5	1.1	1.7	97.3	-15.3	-32.0	3.0	15.3	-4.6
CC(=O)N1CCN(CCN=CC2=C(O)CC(c3ccc(Cl)cc3)CC2=O)CC1 (stereo unspecified)	98.7	-0.1	1.12	1.8	97.9	2.8	6.8	2.3	-2.8	-2.0
CCOc1ccc(Nc2nc(N)nc(CN3CCN(c4ccccc4F)CC3)n2)cc1	87.7	-0.1	0.61	0.6	87.8	20.6	18.1	11.5	-20.6	-2.8
Cn1nc(-c2ccccc2)c2ncc(C(F)(F)F)cc21	105.8	-0.1	0.99	2.0	86.6	-5.0	-4.7	13.9	5.0	-2.7
Cc1ccc(C(=O)NCC(=O)Nc2cccc(C(F)(F)F)c2)cc1	105.0	-0.4	0.84	3.2	101.9	-9.0	-0.1	-2.1	9.0	-6.4

Assay outcomes (PubChem BioAssay)
